Bim-Bcl-B: inhibitors of Bim-Bcl-B binding, primary screen, biochemical, multiplexed, human Bcl-2 family. 190,000 tested, 0.073% active. Bcl-2-like protein 10 (Homo sapiens), Q9HD36. inhibition, % at 10 µM. AID 951, 2007. bead-based flow cytometry, Bim peptide-Bcl-B binding;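 further: 0% = tracer peptide without compound and 100% = reference inhibitor peptide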
Target sequence (Q9HD36 whole entry, looked up): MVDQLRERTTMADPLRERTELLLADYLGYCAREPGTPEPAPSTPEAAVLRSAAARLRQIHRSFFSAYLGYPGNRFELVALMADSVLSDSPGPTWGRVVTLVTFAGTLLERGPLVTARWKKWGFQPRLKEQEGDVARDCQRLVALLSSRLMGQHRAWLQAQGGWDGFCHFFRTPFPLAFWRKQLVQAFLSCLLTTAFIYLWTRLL
Mcl-1 Bim block: inhibitors of Bim peptide binding to Mcl-1, primary screen, biochemical, bead-based flow cytometry, multiplex; Induced myeloid leukemia cell differentiation protein Mcl-1 (Homo sapiens), Q07820; Bim peptide-Mcl-1 binding; inhibition, % at 10 µM; 190,000 tested, 0.1% active; AID 1009, 2008;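 further: 0% = no compound tracer wells and 100% = peptide blocker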
Bfl-1 Bim block: inhibitors of Bim binding to Bfl-1, primary screen, biochemical, multiplexed, bead-based flow cytometry; Bcl-2-related protein A1 (Homo sapiens), Q16548; Bim-Bfl-1 binding inhibition; inhibition, % at 10 µM; 190,000 tested, 0.12% active; AID 1008, 2008;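 further: 0% = wells without compound plus tracer and 100% = blocker peptide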
Mcl1-Noxa inh: Mcl-1/Noxa binding inhibitors, primary screen, biochemical, TR-FRET, 1536-well; TR-FRET Mcl-1/Noxa peptide binding, 2 h; 220,000 tested, 1.5% active; Induced myeloid leukemia cell differentiation protein Mcl-1 (Homo sapiens), Q07820; inhibition, % at 21.7 µM;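 active means compounds that cut the protein-peptide binding signal by more than 50% relative to plate controls in a single-dose test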;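 further: His-tagged Mcl-1 with rhodamine Noxa BH3 peptide and terbium anti-His antibody; 0% = Mcl-1 plus Noxa peptide wells and 100% = peptide-only wells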
Bcl-2 Bim block: inhibitors of Bim-Bcl-2 binding, primary screen, biochemical, multiplexed, human Bcl-2 family; Bead-based flow cytometry, Bim peptide-Bcl-2 binding; Apoptosis regulator Bcl-2 (Homo sapiens), P10415; inhibition, % at 10 µM; 190,000 tested, 0.06% active; in the data active means inhibition above about 40%; inconclusive means no clear call, values can overlap the other calls;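 further: 0% = no compound wells with probe peptide and 100% = reference peptide inhibitor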
RGS7-Gao: RGS7-Galphao binding modulators, primary screen, biochemical, multiplexed bead flow cytometry; Guanine nucleotide-binding protein G(o) subunit alpha (Homo sapiens), P09471; actives lie on both sides; binding response (% of control), % at 10 µM; 220,000 tested, 0.35% active; AID 1439, 2008; in the data active means binding response below about 49% or above about 150%; inconclusive means no clear call, values can overlap the other calls; inactive means in between;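 further: fluorescent Galphao held in activated GDP-AlF4 state binding bead-coupled RGS7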
Target sequence (P09471 whole entry, looked up): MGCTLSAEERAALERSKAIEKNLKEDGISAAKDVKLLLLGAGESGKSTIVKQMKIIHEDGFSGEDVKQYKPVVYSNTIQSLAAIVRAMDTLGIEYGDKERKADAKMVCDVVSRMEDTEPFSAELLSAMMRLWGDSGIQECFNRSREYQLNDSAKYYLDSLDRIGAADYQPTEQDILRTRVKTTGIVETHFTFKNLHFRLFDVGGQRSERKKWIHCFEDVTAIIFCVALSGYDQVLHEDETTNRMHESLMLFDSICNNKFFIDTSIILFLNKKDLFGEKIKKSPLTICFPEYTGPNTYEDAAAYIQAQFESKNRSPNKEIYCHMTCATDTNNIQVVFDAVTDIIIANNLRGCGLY
Mcl1 Bid PPI: Mcl-1/Bid binding inhibitors, primary screen, biochemical, TR-FRET, 1536-well; Induced myeloid leukemia cell differentiation protein Mcl-1 (Homo sapiens), Q07820; TR-FRET Mcl-1/Bid-Dy647 peptide binding; inhibition, % at 21.7 µM; 220,000 tested, 0.97% active;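 active means compounds that cut the binding signal by more than half at the single screening dose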;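 further: His-tagged Mcl-1 with europium anti-His antibody binding Bid BH3 peptide; 0% = Mcl-1 plus peptide wells and 100% = peptide-only wells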
Bcl-W Bim block: inhibitors of Bim binding to Bcl-W, primary screen, biochemical, multiplexed, bead-based flow cytometry | 190,000 tested, 0.02% active | AID 952, 2007 | inhibition, % at 10 µM | Bim peptide-Bcl-W binding | Bcl-2-like protein 2 (Homo sapiens), Q92843;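 further: 0% = bound tracer without compound and 100% = peptide blocker; higher means less fluorescent Bim peptide bound to Bcl-W beads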
Target sequence (Q92843 whole entry, looked up): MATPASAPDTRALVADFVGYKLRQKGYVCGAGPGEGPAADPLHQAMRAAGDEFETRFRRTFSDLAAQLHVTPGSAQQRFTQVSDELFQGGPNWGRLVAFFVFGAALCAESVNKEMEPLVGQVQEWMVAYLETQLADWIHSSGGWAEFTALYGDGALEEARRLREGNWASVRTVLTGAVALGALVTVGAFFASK
Bim-Bcl-XL: inhibitors of Bim-Bcl-XL binding, primary screen, biochemical, multiplexed, bead flow cytometry, human Bcl-XL. Bcl-2-like protein 1 (Homo sapiens), Q07817. Bim peptide-Bcl-XL binding, fluorescence. inhibition, % at 10 µM. 190,000 tested, 0.04% active. AID 1007, 2008
Target sequence (Q07817 whole entry, looked up): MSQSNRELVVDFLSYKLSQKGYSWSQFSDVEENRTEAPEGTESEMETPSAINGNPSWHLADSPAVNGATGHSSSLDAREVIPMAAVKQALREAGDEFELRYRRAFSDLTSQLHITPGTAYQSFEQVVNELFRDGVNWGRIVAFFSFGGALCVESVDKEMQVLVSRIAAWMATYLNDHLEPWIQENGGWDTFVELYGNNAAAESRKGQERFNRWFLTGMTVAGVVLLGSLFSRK
RGS8-Gao: RGS8-Galphao binding modulators, primary screen, biochemical, multiplexed bead flow cytometry; Guanine nucleotide-binding protein G(o) subunit alpha (Homo sapiens), P09471; actives lie on both sides; response (percent of control binding), % at 10 µM; 220,000 tested, 0.34% active; AID 1423, 2008; in the data active means response below about 60% or above about 140%; inactive means in between;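 further: Galphao activated as the GDP aluminium fluoride complex binding bead-coupled RGS8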
RGS4-Gao reg: modulators of RGS4 binding to Galphao, primary screen, biochemical, multiplexed bead flow cytometry; actives lie on both sides; Guanine nucleotide-binding protein G(o) subunit alpha (Homo sapiens), P09471; 220,000 tested, 0.33% active; AID 1415, 2008; binding response (% of control), % at 10 µM; in the data active means binding response below about 49% or above about 150%; inactive means in between;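 further: fluorescent Galphao activated with aluminum fluoride binding bead-coupled RGS4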
An asterisk follows results filed as active; ? = inconclusive; nt = not tested or not shown. Unless noted, no stated cut-off is given here; in the data, active means inhibition above about 40%.

entry	SMILES	Mcl-1 Bim block	Bim-Bcl-B	Mcl1-Noxa inh	RGS8-Gao	RGS4-Gao reg	RGS7-Gao
1	CC1=C(C(=O)OC2CCCCC2)C(c2cccs2)n2c(nc3ccccc32)N1 (configuration not stated)	-5	-6	27	99	101	101
2	O=c1cc(-c2ccccc2)n(S(=O)(=O)c2ccccc2)o1	-1	-1	9	96	97	97
3	CN(CCc1nc2ccccc2[nH]1)Cc1nc(CC2CC2)no1	0	-1	10	103	105	101
4	CCn1ccnc1CN1CCc2c([nH]c3ccccc23)C1C1CCCCC1 (configuration not stated)	-2	-6	-7	98	101	100
5	CCc1cccc(C)c1NC(=O)COC(=O)C(NS(=O)(=O)c1ccc(Cl)cc1)C(C)O (configuration not stated)	-1	-3	13	85	93	95
6	N=c1sccn1CC(=O)Nc1cccc(Oc2ccccc2)c1	0	-1	25	99	103	106
7	CCOc1ccccc1NC(=O)c1cccc(NC(=O)c2ccco2)c1	0	1	-1	100	98	101
8	O=C(N/N=C\c1ccc([N+](=O)[O-])o1)C1COc2ccccc2O1 (configuration not stated)	0	-2	1	102	99	101
9	Cc1ccc(N(C)C(=O)c2ccc(CNc3c(N4CCC(C)CC4)c(=O)c3=O)cc2)cc1	nt	nt	-6	100	100	?
10	CCOCCCNC(=O)Cn1cnc2sc(C)c(S(=O)(=O)N3CCN(c4ncccn4)CC3)c2c1=O	0	-4	6	102	99	101
11	CCOC(=O)c1sc(NC(=O)Nc2cccc(Cl)c2)cc1C	-21	-16	20	101	100	100
12	Cc1ccc(NC(=O)c2ccc(C(C)(C)C)cc2)cc1-n1cnnn1	3	0	1	101	99	96
13	COc1ccc(OC)c(NC(=O)c2cccnc2Sc2cc(C)ccc2C)c1	-6	-11	22	101	102	100
14	CCOC(=O)Cc1csc(NC(=O)COc2cccc(C)c2)n1	-22	-5	-6	103	101	104
15	Cc1ccc2nc(-c3ccccc3)cc(C(=O)O)c2c1	3	0	6	102	106	105

entry	Bcl-W Bim block	Bim-Bcl-XL	Bcl-2 Bim block	Mcl1 Bid PPI	Bfl-1 Bim block
1	-5	-5	-4	16	-3
2	2	0	-3	-22	2
3	-3	0	-3	-22	-8
4	-2	-3	0	-48	-6
5	-1	-3	-3	-14	0
6	0	-5	-1	8	-5
7	-2	-15	0	-6	0
8	0	-1	-3	-19	-3
9	nt	nt	nt	-10	nt
10	0	0	-2	-8	-1
11	-10	-9	-2	-8	-4
12	2	-2	1	-15	-3
13	-7	-11	-12	-3	-14
14	-8	-14	-6	-8	-3
15	-2	-2	-2	14	-4

Continued.
entry	SMILES	Mcl-1 Bim block	Bim-Bcl-B	Mcl1-Noxa inh	RGS8-Gao	RGS4-Gao reg	RGS7-Gao
16	O=C1CSC2(C(=O)N3CCCc4cccc2c43)N1c1cccc(C(F)(F)F)c1 (configuration not stated)	-4	-4	19	102	101	100
17	COc1ccc(OC)c2c1sc(=NC(=O)C(C)(C)C)n2C	1	-5	-1	98	94	91
18	N#Cc1ccc(NC(=O)COC(=O)CNC(=O)C2CCCCC2)cc1	11	9	12	96	102	102
19	O=C(/C=C/c1ccco1)Nc1ccc(Oc2ccccc2)cc1	1	0	10	95	95	95
20	C=CCn1c(SCC(=O)Nc2cccnc2Cl)nnc1-c1ccc(Cl)cc1	1	-1	15	118	106	109
21	COc1ccc(-n2c(COc3ccc4c(c3)OCO4)nnc2SCC(=O)O)cc1	-3	-6	21	93	90	93
22	CCOC(=S)NC(=O)c1sc2ccccc2c1Cl	-6	-3	21	105	103	103
23	Cc1ccc(C(c2nnnn2CC2CCCO2)N2CCN(c3cccc(C)c3C)CC2)cc1 (configuration not stated)	-1	0	-1	101	101	103
24	Cc1ccc(C)c(NC(=O)C2CCCN2C(=O)NC2CCCCC2)c1 (configuration not stated)	10	0	2	102	102	102
25	N=c1c2c(-c3ccccc3)c(-c3ccccc3)n(Cc3ccco3)c2ncn1CCCO	nt	nt	-4	93	87	?
26	CC(OC(=O)CNC(=O)C12CC3CC(CC(C3)C1)C2)C(=O)Nc1ccc(S(N)(=O)=O)cc1 (configuration not stated)	-1	0	18	99	100	105
27	C=CCN1C(=O)CS/C1=N\S(=O)(=O)c1ccc(Cl)cc1	-3	-12	10	101	104	105
28	CCOC(=O)N1CCN(c2c(NCc3ccccn3)c(=O)c2=O)CC1	-2	-7	-9	100	104	102
29	CC(=O)C1=C(O)C(=O)N(C)C1c1ccccc1F (configuration not stated)	2	-4	-4	104	106	103
30	CC(=O)N1N=C(c2cccc([N+](=O)[O-])c2)OC1c1ccc(Cl)cc1Cl (configuration not stated)	-5	-5	8	100	98	96

entry	Bcl-W Bim block	Bim-Bcl-XL	Bcl-2 Bim block	Mcl1 Bid PPI	Bfl-1 Bim block
16	-5	-2	-1	8	-2
17	-2	-3	-1	-2	-11
18	9	15	9	-17	13
19	1	1	1	-30	2
20	0	0	-3	-9	-19
21	-3	-4	-3	-11	-3
22	-1	-3	-6	-8	-5
23	-2	-3	0	-12	0
24	0	2	3	3	-4
25	nt	nt	nt	-10	nt
26	1	0	0	-8	-3
27	-4	-5	-9	-58	-13
28	0	-3	-10	-5	-12
29	-4	0	-1	-68	-1
30	-5	-6	-3	-1	-3

Additional compounds:
entry	SMILES	Mcl-1 Bim block	Bim-Bcl-B	Mcl1-Noxa inh	RGS8-Gao	RGS4-Gao reg	RGS7-Gao
31	CSc1ccccc1NC(=O)c1ccco1	1	-5	10	101	101	103
32	COc1cccc(CC2(CO)CCCN(Cc3ccc(CN4CCCCC4)s3)C2)c1 (configuration not stated)	0	-8	1	101	98	96
33	CCOC(=O)CNC(=O)CSc1nnc(-c2ccco2)n1Cc1ccco1	-3	-9	-2	99	98	99
34	Cc1ccccc1Cc1c(C)nc2nc(SCC(=O)NCc3ccco3)nn2c1C	-1	0	10	100	100	99
35	COC(=O)c1ccccc1Sc1c(/C=N/OC(=O)c2ccccc2)c(C(F)(F)F)nn1C	-11	-7	6	101	99	101
36	COc1cccc2c(=O)n(CC(=O)Nc3ccccc3)ccc12	1	-2	20	92	98	99
37	CCCSc1nnc(Cn2c(=O)sc3ccccc32)n1-c1ccccc1	-3	-3	2	98	82	101
38	C=CCn1c(-c2ccc(C)cc2)nc2ccccc21	-5	-9	11	101	103	114
39	Cc1noc(C)c1S(=O)(=O)Nc1ccc(C(=O)NC2CCCCCC2)cc1	-4	-2	22	104	100	101
40	CC(C)(C)CN1C(=O)C(=O)NC[C@H]1Cc1ccc(O)cc1	nt	nt	-1	106	110	?
41	Cc1sc2ncn(CC(=O)NCC(=O)N(C)Cc3ccccc3)c(=O)c2c1C	-2	-7	-14	100	101	98
42	CC(C)n1c(=S)[nH]c2c1c(=O)[nH]c(=O)n2C	-3	-14	54*	99	100	102
43	CC1CCC(C(C)C)C(OC(=O)COC(=O)c2ccc(=O)[nH]c2)C1 (configuration not stated)	0	1	-8	100	99	101
44	CCc1nnc2n1N=C(c1ccc([N+](=O)[O-])cc1)CS2	nt	nt	7	99	98	?
45	CCCCCNC(=O)Cc1ccc(OC)cc1	0	-4	2	101	100	105

entry	Bcl-W Bim block	Bim-Bcl-XL	Bcl-2 Bim block	Mcl1 Bid PPI	Bfl-1 Bim block
31	-2	-2	-9	-36	-11
32	0	-5	-5	-9	-5
33	1	0	1	-63	6
34	0	0	-5	-10	-1
35	-6	-11	-4	5	-7
36	0	-4	-2	-1	-9
37	0	-7	0	-1	-2
38	0	-4	-12	-20	-18
39	-2	1	2	-12	0
40	nt	nt	nt	-40	nt
41	-5	-5	-4	-7	0
42	0	-4	-3	-39	1
43	3	1	0	-37	0
44	nt	nt	nt	-8	nt
45	0	-13	-2	-4	-5

Going on with the list:
entry	SMILES	Mcl-1 Bim block	Bim-Bcl-B	Mcl1-Noxa inh	RGS8-Gao	RGS4-Gao reg	RGS7-Gao
46	COCCNS(=O)(=O)c1cc(OC)c(Cl)cc1Cl	1	0	13	101	106	104
47	CC(/C=C/c1cccc([N+](=O)[O-])c1)=N\NC(=O)c1ccncc1	1	-5	11	97	98	98
48	CCN1/C(=C2\C(=O)N(C)C(=S)N2c2ccccc2)C=Cc2ccccc21	nt	nt	-3	108	113	?
49	CC(C)(C)c1ccc(-c2nc(C#N)c(NCc3cccnc3)o2)cc1	-2	-1	26	100	100	100
50	NS(=O)(=O)c1ccc(N/C=C\C(=O)c2cccc3ccccc23)cc1	10	6	20	99	93	91
51	COC(=O)NCc1ccc(CNC(=O)OC)cc1	0	-2	-2	100	100	101
52	Cc1onc(-c2ccccc2)c1C(=O)Nc1ccc2c(c1)OCCO2	0	-8	7	96	94	97
53	Cc1ccc(Cn2nnc3c(=O)[nH]c(C4CCN(S(=O)(=O)c5ccc(F)cc5)CC4)nc32)cc1	-8	-8	-5	102	101	103
54	CCN(CC)S(=O)(=O)c1ccc(Cl)c(NC(=O)COC(=O)c2ccc(O)cc2)c1	-1	-5	7	102	103	100

entry	Bcl-W Bim block	Bim-Bcl-XL	Bcl-2 Bim block	Mcl1 Bid PPI	Bfl-1 Bim block
46	-1	0	-3	-7	-3
47	0	-2	0	-6	0
48	nt	nt	nt	-49	nt
49	0	3	-3	-7	-1
50	13	11	13	-32	6
51	-1	-4	-1	-18	-2
52	2	-1	-8	-3	-14
53	-3	-10	-13	12	-24
54	-1	-2	-3	-23	0

5 structures already listed, sorted by molar mass, largest number first.
entry	SMILES	Mcl-1 Bim block	Bim-Bcl-B	Mcl1-Noxa inh	RGS8-Gao	RGS4-Gao reg	RGS7-Gao
54	CCN(CC)S(=O)(=O)c1ccc(Cl)c(NC(=O)COC(=O)c2ccc(O)cc2)c1	-1	-5	7	102	103	100
30	CC(=O)N1N=C(c2cccc([N+](=O)[O-])c2)OC1c1ccc(Cl)cc1Cl (configuration not stated)	-5	-5	8	100	98	96
52	Cc1onc(-c2ccccc2)c1C(=O)Nc1ccc2c(c1)OCCO2	0	-8	7	96	94	97
12	Cc1ccc(NC(=O)c2ccc(C(C)(C)C)cc2)cc1-n1cnnn1	3	0	1	101	99	96
38	C=CCn1c(-c2ccc(C)cc2)nc2ccccc21	-5	-9	11	101	103	114

entry	Bcl-W Bim block	Bim-Bcl-XL	Bcl-2 Bim block	Mcl1 Bid PPI	Bfl-1 Bim block
54	-1	-2	-3	-23	0
30	-5	-6	-3	-1	-3
52	2	-1	-8	-3	-14
12	2	-2	1	-15	-3
38	0	-4	-12	-20	-18

Screening data deposited in PubChem by several laboratories.
